ARNT-TACC3 inh – disrupts binding between human ARNT and TACC3; Q9Y6A5; AlphaScreen His-ARNT PAS-B/GST-TACC3 binding, luminescence; TACC3 fragment carries E629A point mutation; inhibition, % at 9.99 µM; 0.66% of 390,000 active; AID 623870;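 active = mean inhibition of replicates at least 50% and at least half of replicates each reaching 50%; inconclusive = half or more replicates reach 50% but mean below 50%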;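 note: 0% = complete ARNT plus TACC3 wells and 100% = ARNT alone without TACC3; many hits fall short of the cut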
RAD54 branch – RAD54 (human) branch migration inhibition | RAD54 Holliday junction branch migration, FAM/BHQ fluorescence | 0.14% of 360,000 active | Q92698 | inhibition, % at 10.4 µM | AID 602329;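 active = mean normalized replicate activity at least 40 and at least half of replicates scoring 40 or more; inconclusive = only one of the two criteria met; inactive = mean below 40 and under half of replicates reaching 40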;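 note: 0% = median of neutral control wells and 100% = median of positive control wells; inhibitors cause a drop in the FAM fluorescence signal; in these data hits start at about 50%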
Target sequence (Q92698 whole entry, looked up): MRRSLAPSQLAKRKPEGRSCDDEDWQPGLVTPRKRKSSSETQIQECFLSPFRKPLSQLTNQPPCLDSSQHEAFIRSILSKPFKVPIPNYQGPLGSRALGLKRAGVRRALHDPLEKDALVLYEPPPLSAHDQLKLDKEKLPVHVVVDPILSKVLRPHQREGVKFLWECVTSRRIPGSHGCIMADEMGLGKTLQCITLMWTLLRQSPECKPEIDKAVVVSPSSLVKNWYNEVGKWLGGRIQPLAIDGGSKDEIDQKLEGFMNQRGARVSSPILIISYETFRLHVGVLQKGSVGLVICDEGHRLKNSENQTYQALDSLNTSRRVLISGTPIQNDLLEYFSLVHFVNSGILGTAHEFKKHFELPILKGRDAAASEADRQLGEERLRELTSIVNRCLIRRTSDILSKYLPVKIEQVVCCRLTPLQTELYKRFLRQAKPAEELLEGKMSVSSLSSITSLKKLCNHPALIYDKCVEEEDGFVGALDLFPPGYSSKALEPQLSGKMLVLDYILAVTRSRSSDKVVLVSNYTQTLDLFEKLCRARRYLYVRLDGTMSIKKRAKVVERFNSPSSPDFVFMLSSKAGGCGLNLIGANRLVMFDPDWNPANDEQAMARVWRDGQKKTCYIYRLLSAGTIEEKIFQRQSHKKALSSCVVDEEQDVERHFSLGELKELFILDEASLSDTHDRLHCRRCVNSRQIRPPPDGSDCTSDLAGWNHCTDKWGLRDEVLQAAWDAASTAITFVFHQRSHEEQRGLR
esBAF inh – inhibitors of esBAF chromatin remodeling in mouse ES cells; reporter increase, % at 12.5 µM; Bmi1-luciferase knock-in reporter, 24 h; 100% = twice the neutral-well signal; AID 602393; 2% of 350,000 active; in the data active = activation above about 40%; inconclusive = no clear call, values can overlap the other calls;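 note: 0% = median of the plate's neutral control wells and 100% = double that signal; a rise in the Bmi1 reporter signal indicates esBAF inhibition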
* marks the source's active call; other numbers are inactive results; ? = inconclusive. A portion of the library (hit frequency here may not be typical).

Start of the data: the first 3 entries, to show the layout:
| canonical_smiles | ARNT-TACC3 inh | RAD54 branch | esBAF inh |
| --- | --- | --- | --- |
| COc1cccc(CC(NC(C)=O)C(=O)NC2CCN(c3nc(C)cc(C)c3C#N)CC2)c1 (stereo unspecified) | -7 | -13 | 0 |
| Cc1cc(=O)oc(C)c1C(=O)OCC(=O)c1ccc2ccccc2c1 | 8 | -8 | 8 |
| COc1ccc2c(c1)c(C(=O)CN1CCOCC1)c(C)n2C | 1 | 10 | -6 |

The whole of this part (from the top)
| canonical_smiles | ARNT-TACC3 inh | RAD54 branch | esBAF inh |
| --- | --- | --- | --- |
| COc1cccc(CC(NC(C)=O)C(=O)NC2CCN(c3nc(C)cc(C)c3C#N)CC2)c1 (stereo unspecified) | -7 | -13 | 0 |
| Cc1cc(=O)oc(C)c1C(=O)OCC(=O)c1ccc2ccccc2c1 | 8 | -8 | 8 |
| COc1ccc2c(c1)c(C(=O)CN1CCOCC1)c(C)n2C | 1 | 10 | -6 |
| COc1ccc(N=C2C(=Nc3ccc(OC)cc3)N(c3ccc(OC)cc3)C(=S)N2C)cc1 | 13 | 3 | 1 |
| Cc1ccc(Cn2nnc(C(=O)Nc3cc(C)ccc3C)c2N)cc1 | 3 | -17 | 7 |
| COC(=O)CSc1nnc2n(-c3ccc(OC)cc3)c(=O)c3c4c(sc3n12)CCCCC4 | 0 | 7 | 4 |
| C=CCn1c(N)cc(=O)nc1SCC(=O)NC(C)c1ccccc1 (stereo unspecified) | -2 | -3 | -2 |
| O=C(CN1CCCCCC1=O)OCc1ncc(-c2ccccc2)o1 | -1 | -3 | 1 |
| CC(C)(C)c1ccc(C(=O)N2CCC(C(=O)NCc3ccco3)CC2)cc1 | -55 | -3 | 35 |
| COC(=O)c1ccc(Oc2nc(Nc3ccccc3)nc(N(C)C)n2)cc1 | 2 | -1 | 4 |
| CCOC(=O)c1c(C)[nH]c(C(=O)COC(=O)c2oc3ccc(OC)cc3c2C)c1C | -4 | 2 | 6 |
| Cc1nnc2n(c1=O)C(CS(=O)(=O)c1ccccc1)CS2 (stereo unspecified) | 1 | -6 | -4 |
| O=C(O)C1C2CCC(C2)C1C(=O)Nc1cc(F)ccc1F (stereo unspecified) | -2 | -6 | -4 |
| CCOc1ccc(N2C(=O)NC(Cc3c[nH]c4ccccc34)C2=O)cc1 (stereo unspecified) | 2 | -11 | -5 |
| Cc1nc(=O)c(-c2ccccc2)c(C)n1-c1cccc(C(=O)O)c1 | -8 | 1 | 2 |
| CC(=O)N1CCN(S(=O)(=O)c2ccc(S(=O)(=O)NCC(C)C)cc2)CC1 | 6 | 0 | -8 |

Two records drawn at random from the list so far:
| canonical_smiles | ARNT-TACC3 inh | RAD54 branch | esBAF inh |
| --- | --- | --- | --- |
| O=C(CN1CCCCCC1=O)OCc1ncc(-c2ccccc2)o1 | -1 | -3 | 1 |
| COC(=O)CSc1nnc2n(-c3ccc(OC)cc3)c(=O)c3c4c(sc3n12)CCCCC4 | 0 | 7 | 4 |

The listing continues.
| canonical_smiles | ARNT-TACC3 inh | RAD54 branch | esBAF inh |
| --- | --- | --- | --- |
| O=C(c1ccc(S(=O)(=O)N2CCCC2)cc1)N1CCN(Cc2ccc3c(c2)OCO3)CC1 | -1 | -16 | 5 |
| COC(=O)c1cc(-c2ccccc2)sc1NC(=O)CN1C(=O)c2ccccc2C1=O | -27 | 1 | -2 |
| O=[N+]([O-])c1ccc(/C=N/Nc2nc(N3CCCC3)nc(N3CCCC3)n2)o1 | 3 | 4 | -2 |
| Cc1cc(C)n2c3c(c(C#N)c2n1)CCCC3 | -4 | -5 | -4 |
| COc1ccc(/C=N/Nc2ncc(-c3ccccc3)cn2)c(OC)c1 | -5 | 10 | -8 |
| O=C(Cc1ccccc1)Nc1ccc(N2CCOCC2)cc1N1CCOCC1 | -3 | -1 | 2 |
| N#Cc1c(C(F)(F)F)cc(-c2ccccc2)[nH]c1=O | -4 | 4 | -9 |
| c1csc(-c2nnc(-c3ccc(N4CCOCC4)cc3)o2)c1 | 8 | -10 | -26 |

Some of these compounds in order of count of non-hydrogen atoms, lowest first:
| canonical_smiles | ARNT-TACC3 inh | RAD54 branch | esBAF inh |
| --- | --- | --- | --- |
| N#Cc1c(C(F)(F)F)cc(-c2ccccc2)[nH]c1=O | -4 | 4 | -9 |
| c1csc(-c2nnc(-c3ccc(N4CCOCC4)cc3)o2)c1 | 8 | -10 | -26 |
| O=C(Cc1ccccc1)Nc1ccc(N2CCOCC2)cc1N1CCOCC1 | -3 | -1 | 2 |
| O=C(c1ccc(S(=O)(=O)N2CCCC2)cc1)N1CCN(Cc2ccc3c(c2)OCO3)CC1 | -1 | -16 | 5 |

Following part:
| canonical_smiles | ARNT-TACC3 inh | RAD54 branch | esBAF inh |
| --- | --- | --- | --- |
| O=C(COC(=O)c1cc[n+]([O-])cc1)Nc1ccc(Cl)cc1C(F)(F)F | 1 | 5 | -3 |
| COc1cc(-c2nc3oc4ccccc4c(=O)c3c(=O)n2Cc2ccco2)cc(OC)c1OC | -3 | -6 | 2 |
| Cc1cc(OCCN2CCOCC2)nc2ccccc12 | -4 | -9 | 18 |
| Cc1cccc(S(=O)(=O)c2c(N)n(Cc3ccco3)c3nc4ccccc4nc23)c1 | -12 | -1 | 12 |
| O=C(CN1CCC(n2nnc3cc(F)ccc32)CC1)NCc1ccco1 | -8 | -2 | -7 |
| Cn1c(=O)c2c(nc(CN3CCOCC3)n2CCCO)n(C)c1=O | -10 | -9 | -6 |
| CS(=O)(=O)N(Cc1ccccc1F)c1ccccc1 | 3 | 2 | -4 |
| O=C1OCC2=C1C(c1ccc3c(c1)OCO3)Sc1ccccc1N2 (stereo unspecified) | 1 | 2 | 4 |
| Cc1nn2c(C(F)(F)F)cc(-c3ccc(Cl)cc3)nc2c1C(=O)N1CCOCC1 | 12 | -18 | 1 |
| CC(C)c1ccc2oc(-c3ccc(N)cc3)nc2c1 | -1 | 6 | -55 |
| O=C(C1CCN(c2nnc(N3CCCC3=O)s2)CC1)N1CCN(Cc2ccc3c(c2)OCO3)CC1 | 11 | -3 | -9 |
| CC(C)CC(c1nnnn1Cc1cccs1)N1CCN(c2nc3ccccc3s2)CC1 (stereo unspecified) | 3 | -6 | -3 |
| CCOC(=O)c1cc(NC(=O)c2ccoc2C)cc(C(=O)OCC)c1 | 3 | -3 | -5 |
| COc1ccc(C2CC(=O)Nc3ccccc3S2(=O)=O)cc1OC (stereo unspecified) | -3 | -6 | 3 |
| Cc1cc(C)c(C#N)c(SCC(=O)N(C)C2CCCCC2)n1 | -2 | -4 | -22 |
| COc1ccccc1/C=C1\S/C(=N/NC(=O)c2cccc(Br)c2)NC1=O | 1 | -3 | 2 |
| CCN1CCCC1CNS(=O)(=O)c1ccc(C(=O)Nc2ccccc2)cc1 (stereo unspecified) | 18 | -15 | 2 |
| CCC(=O)N1c2ccccc2C(N(C(C)=O)c2ccccc2)CC1C (stereo unspecified) | 0 | -5 | 5 |
| S=C(c1ccc(-c2ccc(Cl)cc2Cl)o1)N1CCCCC1 | 1 | -7 | 53* |
| Cc1ccc(CCCOC(=O)C[N+]2(C)CCOCC2)cc1 | -1 | 9 | -3 |
| CCc1nc(C)ccc1OCC(=O)O | -2 | 2 | -40 |
| COc1cc2[nH]c(=O)n(CCC(=O)NCCC(C)C)c(=O)c2cc1OC | 1 | 0 | -3 |
| Cc1ccc(C)c(C(=O)COC(=O)c2ccccc2N2C(=O)C3C4CCC(C4)C3C2=O)c1 (stereo unspecified) | 3 | 18 | -5 |
| COc1c(Cl)cc(C(=O)Nc2ccccc2C(=O)O)cc1Cl | 5 | -3 | 13 |
| CCN(C(=O)CSc1nc2nc(C)cc(C)n2n1)c1ccccc1 | -4 | -9 | 2 |
| CCOC(=O)c1cc2c(C)nn(-c3ccccc3)c2s1 | -27 | 0 | 30 |
| CCCCc1ccc(NC(=O)CSCc2cc(=O)[nH][nH]2)cc1 | -7 | -6 | -11 |
| CC(=O)N1N=C(c2ccc(C)cc2)OC1c1ccc(C)cc1 (stereo unspecified) | -5 | -9 | ? |
| CCOC(=O)Nc1c(C(=O)OC)[nH]c2cc(OC)ccc12 | -1 | 4 | 3 |
| CCOc1ccc(NC(=O)CSc2nnc(Cn3cnc4ccccc43)n2C)cc1 | -4 | 1 | 2 |
| CC(C)C(=O)Nc1cc(=O)[nH]c2ncnn12 | -3 | -30 | -3 |
| COc1cccc(CNn2cnnc2)c1OCc1ccc(F)cc1 | 0 | 8 | 1 |
| O=C(NCCc1ccccc1)c1ccc(Cl)nc1 | -14 | 8 | -7 |
| COc1ccccc1N1CCN(C(=O)C2CC=CCC2C(=O)O)CC1 (stereo unspecified) | 2 | -7 | -3 |
| CSc1ncc(Cl)c(C(=O)Nc2nnc(SC)s2)n1 | -1 | -4 | 1 |
| c1ccc(-c2nnc(-c3ccccc3)c(-c3c[nH]c4ccccc34)n2)cc1 | -4 | -3 | -2 |
| CC1(C)Cc2ccccc2-c2nc(-c3ccccc3)oc(=O)c21 | 12 | -5 | -11 |
| C#CCOCCOCCOCCNc1nc(N2CCN(C(=O)CCCCCCCCCCNC(=O)[C@H]([C@@H](C)CC)n3cc(CCCCCN)nn3)CC2)nc(N2CCN(C(=O)CCCCCCCCCCNC(=O)[C@@H]([C@H](C)O)n3cc(C)nn3)CC2)n1 | 16 | -8 | -2 |
| CC(=O)Nc1c(C(=O)O)oc2ccccc12 | -3 | -1 | 33 |
| O=C(NCc1ccc2c(c1)OCO2)C1CC(=O)N(c2ccc(O)cc2)C1 (stereo unspecified) | 1 | 7 | -10 |
| CC(NC(=O)CCCN1C(=O)c2ccccc2C1=O)c1ccc2c(c1)CCCC2 (stereo unspecified) | -4 | 2 | 5 |
| Cc1cc(C(=O)O)c2ccccc2n1 | -14 | -10 | -6 |
| O=C(NCC12CC3CC(CC(C3)C1)C2)c1nn2c(c1Cl)NC(c1ccco1)CC2C(F)(F)F (stereo unspecified) | -3 | -15 | 2 |
| Cc1noc(C)c1CSc1nc2cc(S(=O)(=O)N3CCOCC3)ccc2o1 | -2 | -6 | 3 |
| CC(C(=O)NCCC1=CCCCC1)N1C(=O)c2ccccc2C1=O (stereo unspecified) | -10 | -5 | -7 |
| CC(c1ccccc1)n1cc(C(=O)NCCCn2ccnc2)nn1 (stereo unspecified) | 3 | 11 | 4 |
| COc1cccc(CNCc2ccccn2)c1OC | 61* | -20 | -4 |
| CC(C)C(C(=O)NCc1ccco1)N(C(=O)CNS(=O)(=O)c1ccc(Cl)cc1)C1CCCC1 (stereo unspecified) | 4 | 4 | 5 |
| O=C(CS(=O)CC(=O)Nc1cccc2c1CCCC2)Nc1ccc(F)cc1 (stereo unspecified) | -1 | -4 | -3 |
| O=C(Cn1cncn1)NCc1ccccc1Br | -6 | 3 | 0 |
| CCCOc1ccc(-c2nc(C#N)c(N3CCc4ccccc4C3)o2)cc1 | -2 | -2 | 2 |
| CC1(C)CC(=O)c2cn3c(nc2C1)nc1ccccc13 | -1 | -3 | -9 |
| CCC(=O)c1ccc(N2CCN(C(=O)COc3ccc(F)cc3)CC2)c(F)c1 | -9 | -3 | 9 |
| Fc1cc2nccnc2cc1N1CCSCC1 | -6 | 4 | 10 |
| CCOC(=O)C1=C(C)N=c2s/c(=C/c3ccc(OCC(=O)O)cc3)c(=O)n2C1c1ccc(SC)cc1 (stereo unspecified) | 23 | -8 | -2 |
| CNc1nnc(CSc2nc(C)cc(C)n2)s1 | 1 | 4 | -3 |

Next entries follow.
| canonical_smiles | ARNT-TACC3 inh | RAD54 branch | esBAF inh |
| --- | --- | --- | --- |
| O=C(c1ccccc1)N1CCN(CC#Cc2ccccc2)CC1 | -2 | -7 | 19 |
| COc1ccc(C)cc1NC(=O)CN1CCN(S(=O)(=O)c2ccc(Br)cc2)CC1 | -8 | 3 | -5 |
| O=C(CCc1nc(-c2ccccc2F)no1)NCCc1ccccc1Cl | -4 | 2 | -11 |
| Cc1c(-c2cccs2)[n+](=O)c2c(n1[O-])CCC2 | -2 | -11 | -4 |
| CC(C)=CCc1c(O)ccc(C(=O)Cc2ccccc2)c1O | -3 | 2 | 6 |
| CCOC(=O)C(=O)/C(C#N)=C/Nc1ccc(Cl)cc1 | -5 | -10 | -8 |
| COc1ccc(NC(=O)Cn2nnc(-c3ccccc3NC(=O)c3cccs3)n2)cc1 | -8 | 2 | 0 |
| CNCc1ccccc1OCC(=O)Nc1ccccc1 | 5 | -3 | 14 |
| CCCc1nnc(NC(=O)c2ccc(N3C(=O)C4C5C=CC(C5)C4C3=O)cc2)s1 (stereo unspecified) | -2 | 1 | -2 |
| O=C(OCCCN=C1NS(=O)(=O)c2ccccc21)c1ccccc1F | 0 | -1 | -6 |
| CC1SC(c2cccc(Cl)c2)NC1=O (stereo unspecified) | -3 | 3 | 22 |
| CN1CCN(NC(=O)c2ccc(F)cc2)CC1 | 15 | 3 | 3 |
| CCP(=O)(c1ccccc1)C(C)(C)O (stereo unspecified) | -4 | 1 | -9 |
| CCOc1ccc(S(=O)(=O)N/N=C2/CC(c3ccccc3)Oc3ccccc32)cc1 (stereo unspecified) | -3 | -5 | 24 |
| Cc1cc(C)cc(SCc2noc(C(=O)NC(C)C)c2C(=O)NC(C)C)c1 | -10 | -2 | -4 |
| COc1ccc(OC)c(S(=O)(=O)N2CCC(C(=O)Nc3cccc(C)c3C)CC2)c1 | 0 | 3 | 9 |
| CCNC(=O)CC1C(=O)N(c2cccc(OC)c2)C(=O)N1CCOC (stereo unspecified) | -22 | -15 | -8 |
